# Tat transport: E. coli Tat export inhibitors, primary screen, MC4100, TorA-mCherry reporter, fluorescence, single point | inhibition, % at 10 µM | actives 0.036% (n = 340,000) | AID 488895, 2010;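 active means mean replicate inhibition at least 50% and at least half of replicates individually reaching 50%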;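 further: exported cargo escapes ClpAP degradation while cytoplasmic cargo is degraded and loses fluorescence; 0% = median of neutral control wells and 100% = median of NaSCN control wells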
# AddAB inh: growth inhibition of E. coli expressing H. pylori AddAB, primary screen, AddAB inhibitor project, absorbance; inhibition, % at 11.9 µM; actives 0.29% (n = 330,000); AID 435030, 2010; in the data active means inhibition above about 12%;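 further: 0% = vehicle wells of infected cells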
# CAL PDZ FP: CAL PDZ peptide-binding inhibitors, primary screen, biochemical, fluorescence polarization, Cer-tagged CAL PDZ, HTS; actives 0.02% (n = 330,000); inhibition, % at 20 µM; purified CAL PDZ, TMR-peptide fluorescence polarization, 1 h; Golgi-associated PDZ and coiled-coil motif-containing protein (Homo sapiens), Q9HD26; AID 504414, 2011;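 active means highest replicate inhibition of at least 40%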;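 further: plate controls were DMSO neutral control wells for no effect and unlabeled competitor peptide control wells for full effect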
#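 Assay system – tagged CAL PDZ protein CerCALP, purified · Timing – 1 h at RT · Compound – single point, 20 µM · Measured by – fluorescence polarization from S- and P-plane intensities, G-factor corrected · Evaluation – inhibition from polarization loss · Probe or stimulus – TMR reporter peptide T*-PRC34 · Buffer or medium – pH 7.4 phosphate-saline buffer, reducing agent, detergent, IgG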
# Rtt109 Vps75: inhibitors of C. albicans Rtt109/Vps75 HAT, primary screen, biochemical, ThioGlo CoA-SH fluorescence, plate reader; purified Rtt109/Vps75, 4 h; inhibition, % at 34.9 µM; Histone acetyltransferase RTT109 (Candida albicans (strain SC5314 / ATCC MYA-2876)), …; actives 0.16% (n = 330,000);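 active means inhibition of at least 50% in every replicate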
# Target sequence (Q5AAJ8 whole entry, looked up): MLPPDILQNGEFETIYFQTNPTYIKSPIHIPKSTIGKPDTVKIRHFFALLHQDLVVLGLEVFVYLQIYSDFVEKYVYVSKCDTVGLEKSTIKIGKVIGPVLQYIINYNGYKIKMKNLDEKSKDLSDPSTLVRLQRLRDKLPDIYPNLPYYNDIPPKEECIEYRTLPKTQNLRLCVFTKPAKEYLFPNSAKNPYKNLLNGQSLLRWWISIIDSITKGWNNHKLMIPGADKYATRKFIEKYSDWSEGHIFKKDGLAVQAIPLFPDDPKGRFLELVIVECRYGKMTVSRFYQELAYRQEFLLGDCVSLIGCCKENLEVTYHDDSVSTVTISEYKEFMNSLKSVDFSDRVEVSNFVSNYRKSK
# Wnt bcat act: Wnt/beta-catenin pathway activators, primary screen, cell-based, plate reader, single point; Wnt/beta-catenin reporter cell assay, activator; activation, % at 9.35 µM; actives 1.2% (n = 300,000); in the data active means activation above about 30%, passing the limit was not always enough;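 further: 0% = neutral control wells and 100% = positive control wells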
# DAGLB inhibitor: DAGLB lipase inhibitors, primary screen, biochemical, fluorescence, HTS. inhibition, % at 5.17 µM. Diacylglycerol lipase-beta (Homo sapiens), Q8NCG7. actives 0.059% (n = 340,000). HEK293T DAGLB membrane lysate, EnzChek fluorogenic substrate; in the data active means inhibition above about 34%;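 further: 0% = enzyme with vehicle and 100% = wells lacking enzyme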
# Target sequence (Q8NCG7 whole entry, looked up): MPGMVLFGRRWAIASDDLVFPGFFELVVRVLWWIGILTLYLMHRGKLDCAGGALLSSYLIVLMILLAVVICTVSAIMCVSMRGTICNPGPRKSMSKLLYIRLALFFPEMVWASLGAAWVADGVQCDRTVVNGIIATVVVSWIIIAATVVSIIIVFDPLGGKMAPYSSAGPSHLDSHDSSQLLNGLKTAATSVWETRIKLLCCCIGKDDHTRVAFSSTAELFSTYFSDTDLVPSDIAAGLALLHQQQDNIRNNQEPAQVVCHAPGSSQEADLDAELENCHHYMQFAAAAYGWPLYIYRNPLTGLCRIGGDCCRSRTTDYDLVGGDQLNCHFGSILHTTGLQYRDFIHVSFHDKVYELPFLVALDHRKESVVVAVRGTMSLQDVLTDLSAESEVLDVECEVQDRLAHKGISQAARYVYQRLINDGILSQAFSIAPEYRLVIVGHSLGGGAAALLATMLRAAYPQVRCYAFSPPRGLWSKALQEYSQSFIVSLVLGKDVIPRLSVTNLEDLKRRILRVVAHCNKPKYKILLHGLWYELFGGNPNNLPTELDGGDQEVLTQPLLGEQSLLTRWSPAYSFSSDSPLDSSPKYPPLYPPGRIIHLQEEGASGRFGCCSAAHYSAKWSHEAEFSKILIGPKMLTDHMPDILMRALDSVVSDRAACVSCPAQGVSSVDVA
# Ecoli viability: E. coli V3065 growth inhibition, primary screen, counter-screen for AddAB inhibitor project, absorbance, OD600 | 18 h | inhibition, % at 11.9 µM | actives 0.27% (n = 330,000) | AID 449728, 2010;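 active means inhibition above the campaign's mean inhibition across all tested compounds plus 3 SD, cut at about 9.9% in these data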;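 further: uninfected addAB+ strain grown without phage in ampicillin broth; 0% = DMSO wells and 100% = ciprofloxacin 0.95 µg/ml wells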
# phage Ecoli inh: growth loss of phage-infected E. coli, primary screen, RecBCD inhibitor project, absorbance, with phage, HTS; inhibition, % at 11.9 µM; actives 0.26% (n = 360,000); in the data active means inhibition above about 11%
# PvdQ inh: P. aeruginosa PvdQ acylase inhibitors, primary screen, biochemical, fluorescence, plate reader and imaging, single point; AID 488965, 2010; purified PvdQ acylase; PvdQ acylase [Pseudomonas aeruginosa LESB58]; inhibition, % at 10 µM; actives 0.063% (n = 340,000); in the data active means inhibition above about 30%, passing the limit was not always enough;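 further: 0% = vehicle neutral wells and 100% = reference inhibitor wells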
# PfHsp90 yeast 2: growth inhibition of PfHsp90-expressing yeast, primary screen, antimalarial PfHsp90 inhibitor project, S. cerevisiae, BacTiter-Glo luminescence, single point, set 2; BacTiter-Glo ATP, 48 h; yeast lacking PDR1 and PDR3 efflux regulators; inhibition, % at 9.4 µM; actives 0.32% (n = 310,000); AID 504621, 2011;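 active means every replicate shows inhibition above about 80%, whatever the replicate mean, limit read from the data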;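 further: 0% = DMSO neutral controls and 100% = 20 µM radicicol positive controls; yeast relying on Plasmodium falciparum Hsp90 in place of its own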
# An asterisk follows results filed as active; · = not tested or not shown; & = joins results of further samples.
SMILES,Tat transport,AddAB inh,CAL PDZ FP,Rtt109 Vps75,Wnt bcat act,DAGLB inhibitor,Ecoli viability,phage Ecoli inh,PvdQ inh,PfHsp90 yeast 2
OC(COCc1ccc(Cl)cc1)CN1CC=C(c2ccccc2)CC1 (stereo not given),4,2.0,-1.3,-5,-3&-4,-3,-0.3,3.7&0.5,-3,14
CC(C)(C)c1cc(C=C(C#N)C#N)cc(C(C)(C)C)c1O,-2,1.3,0.3,3,-26,5,1.4,4.7,11,-2
Cc1ccc(C2=NCC(=O)N(CC(=O)N3CCCCC3)c3sc(C)c(C)c32)cc1,4,0.8,-2.5,-21,0,1,0.8,2.0,-7,·
CNc1cc(N2CCN(C)CC2)ccc1[N+](=O)[O-],3,0.5,-0.1,12,-2,-1,-3.1,0.5,-5,10
COC(=O)C1=C(c2ccc(Cl)c(C(F)(F)F)c2)C[C@@H]2CC[C@H]1N2C(=O)NC1CC1,-8,-3.7,-0.9,-3,-2,2,-0.8,2.4,-5,1
O=C(O)CCn1cc(C=C2C(=O)NC(=S)NC2=O)c(-c2cc3ccccc3oc2=O)n1,8,·,-0.3,6,-2,-1,·,1.9,-9,40
Cc1cc(C=C(C#N)C#N)ccc1N1CCCC1,-2,0.7,-0.5,·,1,-4,0.9,4.3,-3,16
CCCc1nc2ccc(Br)cc2c(=O)n1-c1ccc([N+](=O)[O-])c(C(F)(F)F)c1,2,2.9,0.3,4,-18,-7,1.3,0.1,12,12
CCc1cccc(C)c1NC(=S)N1CC2CC(C1)c1cccc(=O)n1C2 (stereo not given),-6,3.6,-2.4,-3,-1,0,0.3,2.8,15,12
Cc1cc(/C=C2\C(=O)NC(=O)N(c3ccc(Cl)cc3)C2=O)c(C)n1C,-2,0.5,-0.9,2,-1,-1,-2.1,4.0,-14,2
CCC(=O)CC(c1ccccc1)c1c(O)c2ccccc2sc1=O (stereo not given),-5,3.9,-3.2,11,-2,0,-1.6,4.1,-9,-32
Cc1ccc(OCCn2cccc2/C=C2/C(=O)NC(=O)N(Cc3ccco3)C2=O)cc1,4,-0.4,-0.5,9,1,20,-1.8,-0.3,-14,-31
O=c1[nH]c(=O)n(CCC2=CCCCC2)c(O)c1C=NCCCn1ccnc1,-4,3.5,-0.1,3,·,1,0.4,2.6,-7,20
COCCN1C(=O)NC(=O)/C(=C\c2ccc(Br)cc2)C1=O,2,-0.6,-4.4,-3,-1,-1,0.3,-0.9,-2,5
C[C@]12CC[C@H]3[C@@H](CCC4=CC(=O)CC[C@@H]43)[C@@H]1CC[C@@H]2O,-7,-3.1,-0.1,-13,-10,0,-2.7,1.3,-11,·
CCCCOC(=O)C1=C(N)OC2=C(C(=O)CCC2)[C@]12C(=O)N(C)c1ccccc12,-11,0.5,-0.9,-4,0,-5,-0.8,2.9,10,15
O=CC(Cl)P(=O)(N1CCCCC1)N1CCCCC1 (stereo not given),2,1.1,-1.4,-32,·,0,-1.8,1.0,-10,49
C[C@]12CCC(=O)C(O)=C1CC[C@@H]1[C@@H]2CC[C@]2(C)C(=O)CC[C@@H]12,2,-4.8,0.1,-1,-1,2,-3.0,3.8,-11,25
Cc1cc(OCC(=O)NCC(O)c2ccccc2)c2c3c(c(=O)oc2c1)CCC3 (stereo not given),-5,1.5,-3.5,-12,1,-1,-0.4,0.2,-10,7
OCC12COC3c4ccccc4C(OC1)N32 (stereo not given),-5,1.3,0.1,-5,-4,0,1.5,3.5,-10,2
C[N+]1(C)CCc2cc3c(cc2[C@H]1[C@@H]1OC(=O)c2c1ccc1c2OCO1)OCO3,-3&-20&1,-0.9&-1.3,-1.2&0.0,5&-1&-1,-2&-4,-1&0,0.2&-3.5,1.6&2.9,-4&12&-10,13&3
CN1CCC(=O)N(CCN=[N+]=[N-])CC1,0,2.9,-0.7,-4,0,1,-0.5,-1.0,-8,-1
COCCOC(=O)c1c(N)n(Cc2ccc(OC)cc2)c2nc3ccccc3nc12,9,0.9,·,-4,-1,-1,-1.4,-0.2,-21,11
CN1CCN(/N=C/c2c(O)n(CCC3=CCCCC3)c(=S)[nH]c2=O)CC1,1,0.8,-3.3,3,-1,9,-1.2,5.1,-13,3
CC(C)(C)C(O)C(Oc1ccc(Cl)cc1)n1cncn1 (stereo not given),5,-0.8,-1.3,0,-2,-2,-2.7,5.5,6,102*
SMILES,Tat transport,AddAB inh,CAL PDZ FP,Rtt109 Vps75,Wnt bcat act,DAGLB inhibitor,Ecoli viability,phage Ecoli inh,PvdQ inh,PfHsp90 yeast 2
COc1cc2c(cc1OC)CN(c1ccc([N+](=O)[O-])c(C(F)(F)F)c1)CC2,-6,2.1,0.1,-16,-1,0,-1.0,1.6,-4,-8
COc1cccc(CC(=O)N(C)C2CCCN(Cc3ccccc3F)C2)c1 (stereo not given),6,3.5,-1.9,-2,0,-2,1.0,1.2,5,12
CC12CN3CCN(C1)CC(C)(C3)C2=NO,-8,2.9,-0.2,-4,·,1,-2.5,-0.8,-4,-1
CCN(CC)c1ccc(C=C2C(=O)NC(=S)NC2=O)cc1,-4,0.3,0.7,1,-2,1,0.7,2.8,-8,23
COC(=O)C1=C(c2ccc(-c3ccccc3)c(F)c2)C[C@@H]2CC[C@H]1N2C(=O)NCCCOC(C)C,11,-1.4,-1.1,3,-7,-14,-0.7,1.2,9,0
CC1NCCC2(O)CCCCC12 (stereo not given),-5,3.5,-0.6,1,-1,1,2.7,2.0,11,0
CCOc1cccc(N2C(=O)/C(=C/c3ccco3)C(=O)NC2=S)c1,-9,2.9,-1.6,9,-1,1,2.2,2.1,3,3
COc1ccc(Br)cc1CNCCc1cccc(Cl)c1,-1,1.3,-2.4,3,-2,-1,2.0,0.6,-12,1
Brc1ccc(C2N3CCCN23)cc1 (stereo not given),3,-0.3,-0.5,-3,0,0,0.9,2.9,-9,-11
Cc1ccc(N(C)C(=O)Oc2cccc3ccc(C)nc23)cc1,-9,-2.5,·,3,·,-5,0.2,0.5,1,10
C=CCn1c(O)c(C(C)=Nc2ccc(N(CC)CC)cc2)c(=O)[nH]c1=O,1,1.7,-0.1,4,-3,-1,-2.8,1.1,-4,-2
CCN1c2nc3c(C)cccn3c(=O)c2CC2(C(=O)N(C)C(=O)N(C)C2=O)C1C (stereo not given),-3,-2.6,-1.0,-9,-5,3,-0.6,2.8,-3,-15
c1ccc(C2c3ccccc3-n3nncc3CN2CC2CCCCC2)cc1 (stereo not given),0,·,0.0,2,-4,-4,·,0.9,1,-14
CC/C(=N\NC(=O)c1ccccc1Cl)c1c(O)n(C2CCCCC2)c(=O)[nH]c1=O,4,3.4,-2.8,25,1,13,-0.5,0.5,1,4
CCOC(=O)C(O)(c1ccc(N(CC)C(=O)OC)cc1)C(F)(F)F (stereo not given),-6,3.7,-2.3,6,0,2,0.0,2.2,-12,7
C=CCn1c(O)c(C(=O)CCCCCC)c(=O)[nH]c1=O,-8,2.4,-0.4,-6,·,4,2.4,4.6,7,7
O=C(Cn1c(=O)n(CC2CS2)c2ccccc21)N1CCCCCC1 (stereo not given),6,-0.8,-0.9,0,-1,-1,-5.6,-0.1,-10,4
O=c1[nH]c(O)c(C=Nc2ccc(Cl)c(C(F)(F)F)c2)c(=O)[nH]1,1,-1.8,-0.4,10,-2,-1,0.6,-1.3,0,7
CC(C)CN(C(=O)CN1CC=C(c2ccccc2)CC1)c1c(N)n(CC(C)C)c(=O)[nH]c1=O,0,2.4,-1.2,9,·,2,2.4,3.1,13,-9
Cc1ccc(C)c(-n2c(C)nc3ccccc3c2=O)c1,·,0.5,·,·,-3,·,-1.8,1.3,·,·
COc1ccc(/C=C/C(=O)c2c(O)n(CCC3=CCCCC3)c(=O)[nH]c2=O)cc1,8,1.4,0.0,1,·,4,1.4,2.9,2,3
Cc1ccc(-n2c(O)c(C=NCCCn3ccnc3)c(=O)[nH]c2=O)cc1,0,1.1,-0.5,-5,-1,3,-1.2,2.3,-21,2
C/C(=N\Nc1ccccc1)c1c(O)n(C)c(=O)n(C)c1=O,1,1.1,0.3,-6,0,-1,1.0,2.1,5,-31
COc1ccc(-c2nn(CCC#N)cc2C(=O)Nc2ccc(C(C)=O)cc2)cc1,15,-0.5,-0.6,1,-1,2,-2.5,1.3,-3,-2
CN1C[C@H]2CON(C)[C@H]2C[C@H]1c1cccc(Br)c1,10,·,1.1,5,-1,-2,·,1.7,-12,-8
SMILES,Tat transport,AddAB inh,CAL PDZ FP,Rtt109 Vps75,Wnt bcat act,DAGLB inhibitor,Ecoli viability,phage Ecoli inh,PvdQ inh,PfHsp90 yeast 2
Cc1cccc(CN2CCN(C(=O)Cc3ccccc3)CC2)c1,8,2.1,·,6,0,-4,-0.9,3.2,-8,-11
O=c1[nH]c(=S)n(C2CCCCC2)c(O)c1/C=N/N1CCOCC1,4,6.4,-0.5,10,1,0,2.2,0.7,20,-2
CSc1ncc(/C=C2/C(=O)NC(=O)N(C)C2=O)cn1,-12,1.9,-0.5,0,·,2,0.0,2.3,2,·
COc1ccc(OC)c(NC(=O)N2C[C@H]3C[C@@H](C2)c2cccc(=O)n2C3)c1,0,2.0,0.5,6,1,-1,-3.0,0.5,-3,2
CC(C)N1CC=C(c2c[nH]c3ccccc23)CC1,-14,3.6,·,-6,·,-1,0.3,3.0,-13,-11
CN1CC(C(=O)c2ccc(Cl)cc2)C(c2ccc(Cl)cc2Cl)C1 (stereo not given),5,0.9,-0.9,-8,2,-3,0.2,2.0,-4,-1
CC1Oc2cc3c(-c4c(O)cc(O)c5c(O)c6c(cc45)OC(C)C(C)C6=O)c(O)cc(O)c3c(O)c2C(=O)C1C (stereo not given),-12,0.5,5.4,1,·,26,-2.0,·,13,-41
O=C(Cn1cc(C(=O)c2ccccc2F)c2ccccc21)NCc1ccco1,-4,1.7,-2.4,17,·,-2,2.5,0.0,-6,-10
COC(=O)c1ccccc1-n1c(C)nc2ccccc2c1=O,9,0.0,-0.8,3,·,0,-0.2,0.6,-9,-9
CCOC(=O)N(c1ccccc1)P1(=S)OCC(C)O1 (stereo not given),0,-0.3,-2.0,-3,·,-1,-0.2,3.6,-16,·
O=C(c1ccco1)C12CN3CN(CN(C3)C1)C2,9,0.9,-0.8,9,·,1,-1.3,-1.9,-3,-9
C=Cn1ccnc1P(=S)(c1ccn(C)c1)c1nccn1C=C,-9,2.5,-2.8,-4,1,6,3.4,-1.4,-12,17
c1cc(CCN2CCCC2)ccn1,-1,-1.3,-2.8,-3,11,-1,1.2,0.8,9,18

# Compound activity deposited in PubChem BioAssay by several laboratories.

# Some of the compounds tested; count on the stated rates, not on these rows.
